Bioassay records (PubChem)
CSN inh – inhibitors of CSN-mediated cullin deneddylation, primary screen, biochemical, fluorescence polarization, uHTS; COP9 signalosome complex subunit 5 (Homo sapiens), Q92905; Purified CSN, SCF-Nedd8-OG deneddylation; inhibition, % at 12.5 µM; actives 0.38% (n = 360,000);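 active = pattern-corrected inhibition above about 35%, with an unprinted fluorescence ratio check between 0.5 and 1.5, limit read from the data, passing the limit was not always enough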;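 note: 0% = enzyme with substrate and 100% = substrate without enzyme; some results filed as inactive read as strong as hits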
Target sequence (Q92905 whole entry, looked up, one chain of several): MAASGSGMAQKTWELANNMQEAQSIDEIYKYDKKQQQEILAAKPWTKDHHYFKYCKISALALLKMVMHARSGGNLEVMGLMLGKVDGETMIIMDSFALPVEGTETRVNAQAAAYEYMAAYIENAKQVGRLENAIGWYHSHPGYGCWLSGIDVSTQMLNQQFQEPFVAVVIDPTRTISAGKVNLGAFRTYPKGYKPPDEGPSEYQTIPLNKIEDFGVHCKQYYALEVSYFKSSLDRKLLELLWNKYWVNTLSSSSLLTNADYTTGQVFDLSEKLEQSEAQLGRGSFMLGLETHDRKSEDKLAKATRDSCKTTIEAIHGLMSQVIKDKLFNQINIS
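Test system: Human Csn5 produced in HEK293T cells | Compound: 12.5 µM single point | Times: 90 min, room temperature | Signal: Fluorescence polarization readout | Read-out basis: % inhibition of substrate cleavage by Csn5 | Controls: no-enzyme wells high, enzyme-with-substrate wells low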
eLon inh – inhibitors of E. coli Lon protease, primary screen, biochemical, fluorescence polarization. P0A9M0. purified E. coli Lon protease. inhibition, % at 7.94 µM. actives 0.42% (n = 360,000). AID 602123, 2011; in the data active = inhibition above about 13%, passing the limit was not always enough;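 note: 0% = enzyme with probe and DMSO and 100% = no enzyme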
MsrA act – bovine MsrA enzyme activators, primary screen, biochemical, absorbance, HTS; Methionine sulfoxide reductase A (Bos taurus); purified bovine MsrA, absorbance read-out; activation, % at 10.6 µM; actives 0.3% (n = 360,000); in the data active = activation above about 7.5%;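 note: 0% = vehicle and 100% = reference activator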
MsrA inh – bovine MsrA enzyme inhibitors, primary screen, biochemical, absorbance, HTS; purified bovine MsrA, absorbance read-out; inhibition, % at 15.5 µM; AID 651718, 2012; actives 0.75% (n = 360,000); Methionine sulfoxide reductase A (Bos taurus); in the data active = inhibition above about 4.5%;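 note: 0% = vehicle wells with enzyme and 100% = reference inhibitor wells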
MLLE-PAM2 inh – inhibitors of PABP1 MLLE–PAM2 peptide binding, primary screen, biochemical, fluorescence polarization, FITC-PAM2, GST-MLLE; inhibition, % at 20 µM; AID 588489, 2011; actives 0.36% (n = 360,000); in the data active = inhibition above about 35%, passing the limit was not always enough;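 note: plate controls were DMSO wells with GST-MLLE for no effect and wells lacking GST-MLLE protein for full effect; some results filed as inactive read as strong as hits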
Target sequence (P11940 whole entry, looked up): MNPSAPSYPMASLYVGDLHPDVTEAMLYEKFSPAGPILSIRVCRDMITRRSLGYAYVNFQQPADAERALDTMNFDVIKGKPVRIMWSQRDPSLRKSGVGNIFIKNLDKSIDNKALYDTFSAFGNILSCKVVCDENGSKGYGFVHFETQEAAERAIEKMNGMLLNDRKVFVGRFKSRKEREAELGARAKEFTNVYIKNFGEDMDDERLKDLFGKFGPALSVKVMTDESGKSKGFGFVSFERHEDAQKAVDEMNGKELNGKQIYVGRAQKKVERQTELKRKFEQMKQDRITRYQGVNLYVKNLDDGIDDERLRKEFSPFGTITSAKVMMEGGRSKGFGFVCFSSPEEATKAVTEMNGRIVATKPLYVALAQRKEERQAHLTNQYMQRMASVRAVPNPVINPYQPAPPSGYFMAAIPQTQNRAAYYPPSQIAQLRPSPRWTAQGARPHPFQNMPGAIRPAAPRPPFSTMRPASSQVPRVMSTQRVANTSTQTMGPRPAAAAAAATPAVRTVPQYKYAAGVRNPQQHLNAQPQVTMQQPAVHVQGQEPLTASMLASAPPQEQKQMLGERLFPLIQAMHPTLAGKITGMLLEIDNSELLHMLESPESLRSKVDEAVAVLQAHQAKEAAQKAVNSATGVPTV
Rin1-Abl PPI inh – inhibitors of Rin1-Abl protein binding, primary screen, biochemical, TR-FRET; inhibition, % at 7.35 µM; AID 588664, 2011; actives 0.4% (n = 360,000); in the data active = inhibition above about 5%, passing the limit was not always enough
Rpn11 inh – Rpn11 (PSMD14) deubiquitinase inhibitors, primary screen, biochemical, fluorescence polarization, uHTS; 26S proteasome non-ATPase regulatory subunit 14 (Homo sapiens), O00487; human 26S proteasome, Ub4-pepOG fluorescence polarization; 20S core pre-blocked with epoxomicin; calls only at 20 µM; actives 0.59% (n = 360,000);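 active = inhibition at 20 µM, scaled to each plate's controls, above about 33%, limit read from the data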
MT1-MMP act inh – blockers of MT1-MMP proenzyme processing, primary screen, HT1080 RFP-PRO-GFP cells, GFP/RFP fluorescence | GFP/RFP ratio change, % at 20 µM | GFP/RFP ratio fluorescence, overnight; percent of plate control window, DMSO zero | Matrix metalloproteinase-14 (Homo sapiens), P50281 | actives 0.061% (n = 360,000);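 active = GFP/RFP ratio change of at least 30% with cell ATP level not reduced by more than half and red fluorescence within 50% of control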; note: strong numbers were not always called active
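Assay system: HT1080 RFP-PRO-GFP cells. Benchmarks: DMSO vehicle wells and RFP-L50D-GFP reporter cell wells. Times: overnight cell settling, then overnight compound exposure, 37 °C, 5% CO2. Compound: 20 µM single dose, 1% DMSO. Read-out basis: GFP/RFP fluorescence ratio.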
FAS TE block – FAS thioesterase domain inhibitors, primary screen, biochemical, fluorescence intensity, uHTS; recombinant FAS-TE, OMFH fluorogenic substrate, fluorescence endpoint; Fatty acid synthase (Homo sapiens), P49327; actives 0.67% (n = 360,000); inhibition, % at 15 µM;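 active = compounds whose normalised, plate-corrected inhibition of enzyme fluorescence in the single-dose primary screen is 50% or more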;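 note: 0% = DMSO with enzyme and 100% = substrate without enzyme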
Active calls of the source: *; i = inactive; . = no result given.

SMILES	CSN inh	eLon inh	MsrA act	MsrA inh	MLLE-PAM2 inh	Rin1-Abl PPI inh	Rpn11 inh	MT1-MMP act inh	FAS TE block
CCC(C)c1ccc(O)c(NC(=O)c2cccnc2)c1 (stereo not given)	-2	4	-2	-0.3	9	-1	i	-7	-8
CN(C)S(=O)(=O)c1cccc(NC(=O)C2Cc3ccccc3CN2C(=O)c2ccco2)c1 (stereo not given)	12	0	-9	2.6	-17	-1	i	0	-1
CCCc1noc2c1C(c1ccoc1)C(C#N)=C(N)N2 (stereo not given)	4	5	-5	1.0	-1	0	i	6	-6
Cc1nc(SCC(=O)NCc2ccc3c(c2)OCO3)c(C#N)c2c1CCCC2	6	-3	9.2*	-0.8	5	-3	i	-5	39
CCN(CC)c1nc2c(s1)C(=O)NCCC2	-5	-4	-3	0.1	3	0	i	-4	-12
O=C(O)C(C(=O)/C=C/c1ccco1)=C1SCCS1	22	-8	-9	3.5	13	-1	i	-2	-2
CCC(=O)Nc1ccc(-c2nc(-c3ccccc3)n(CC(=O)N3CCCCC3)n2)cc1	1	1	1	0.5	3	2	i	3	-4
Cc1ccn2c(-c3csc(NCc4ccccc4)n3)c(C)nc2c1	2	0	-8	0.7	-7	5	i	-2	-1
Cc1ccc(NCC(=O)Nc2ccc(F)c(Cl)c2)cc1S(=O)(=O)N1CCOCC1	0	-15	-1	0.2	-2	-1	i	2	13
O=C(NCc1ccccn1)Nc1cccc(F)c1	-4	-14	-6	-1.3	-5	-2	i	5	-3
CNC(=S)N(CCc1c(C)[nH]c2ccccc12)Cc1cccnc1	-1	-2	-2	-1.7	-115	-1	i	2	-4
CC1CCCCC12NC(=O)N(CC(=O)N1CCN(C(=O)c3cccs3)CC1)C2=O (stereo not given)	-4	-2	-2	0.3	-10	-1	i	1	-7
CC(C)(C)N(Cc1ccccc1)C(=O)COC(=O)c1ccc(Br)o1	-1	1	-1	0.5	6	1	i	2	19
Cc1csc(NC(=O)c2cc(=O)[nH]c3ccc(S(=O)(=O)N4CCOCC4)cc23)n1	-6	3	-3	2.9	5	5	i	0	2
O=C(COc1ccc2c3c(c(=O)oc2c1)CCC3)N1CCCCC1	0	-6	-3	1.5	-4	3	i	-3	3
Nn1c(COc2cccc(Br)c2)nnc1SCC(=O)N1CCc2ccccc2C1	0	7	0	1.6	-86	-2	i	0	2
Cc1noc(C)c1S(=O)(=O)Nc1ccc2c(c1)C(=O)N([C@H](C)CO)C[C@@H](C)[C@@H](CN(C)Cc1ccc3c(c1)OCO3)O2	-1	-6	-1	-0.1	2	-5	i	4	-4
CCN(CC)S(=O)(=O)c1cccc2cc(C(=O)O)c(O)cc12	-1	6	-1	-0.3	3	-2	i	5	2
CC(C)(C)Cc1nnc(NC(=O)CCC2CCCCC2)s1	-3	-4	-2	.	18	-2	i	1	-5
COCCN(C(=O)CSCC(=O)Nc1cccc(C)c1)c1c(N)n(Cc2ccccc2)c(=O)[nH]c1=O	0	0	-2	0.7	-6	-1	i	0	-9
O=C(NNC(=O)NC1CCCCC1)NC1CCCCC1	-2	-9	-2	0.4	8	3	i	0	-1
CON(c1nc(Cl)nc(N(C)C)n1)S(=O)(=O)c1ccccc1Cl	-4	-4	0	0.5	2	-4	i	6	-3
c1coc(-c2nnc3sc(C4CCCCC4)nn23)c1	0	-13	1	0.8	33	-3	i	6	0
CCCCCCCCNCCS(=O)(=O)NCc1ccc(OC)cc1	4	-10	-1	-0.4	6	4	i	2	0
Cc1ccc(N(C)S(=O)(=O)c2ccc(-c3ccc(=O)[nH]n3)s2)cc1C	4	-7	-2	0.0	-2	2	i	-7	-8
SMILES	CSN inh	eLon inh	MsrA act	MsrA inh	MLLE-PAM2 inh	Rin1-Abl PPI inh	Rpn11 inh	MT1-MMP act inh	FAS TE block
CC[n+]1ccc2cc(OC)c(OC)cc2c1Cc1ccc(OC)c(OC)c1	106	1	-4	.	-13	-2	i	0	-5
Cc1nn(-c2ccccc2)c(C)c1/C=C/C(=O)OC(C)C(N)=O (stereo not given)	3	-5	-2	-0.2	-3	0	i	6	-9
Cc1ccc(/C=C2\SC(=S)N(c3cccnc3)C2=O)cc1	5	0	-2	2.0	7	-2	i	1	-3
Cc1cccc(C)c1NC(=O)C1CCCN1C(=O)OC(C)(C)C (stereo not given)	1	-3	-2	-1.8	0	1	i	-5	-2
CC(NC(=O)C12CC3CC(C)(CC(C)(C3)C1)C2)c1ccncc1 (stereo not given)	1	4	2	2.9	3	1	i	-5	-3
Cn1cccc1C(=O)OCC(=O)Nc1ccc2c(c1)OCO2	-4	-3	-3	0.3	-1	-2	i	2	-6
CCCCN1CNC(=S)N(CCc2ccc(OCC)c(OCC)c2)C1	2	-10	0	2.3	-77	2	i	-2	-3
COc1ccc(OCc2cnc(Cl)s2)cc1	-1	5	0	-0.2	-5	-4	i	1	-2
COc1cc(/C=C(/C#N)C(=O)Nc2ccc(C)cc2)ccc1Oc1nc(Cl)ncc1F	0	5	-4	-1.1	12	0	i	0	30
C#CCN(C[C@H]1[C@H](OC(=O)NCCCCCC)[C@H](OC(=O)NCCCCCC)C[C@H]2C(=O)N(c3ccccc3)C(=O)[C@@H]12)S(=O)(=O)c1ccc(C)cc1	4	-1	-5	1.6	-13	3	i	0	19
Cc1ccccc1NC(=O)CCC(=O)OCC(=O)c1cccc([N+](=O)[O-])c1	-6	-17	-2	-0.7	8	0	i	1	-2
CC(=O)Nc1ccc(NC(=O)CS(=O)(=O)c2cn(CC(=O)N3CCCC3)c3ccccc23)cc1	4	1	-4	-0.6	10	-2	i	1	-6
Fc1cccc(Nc2nc3ccccc3n3cnnc23)c1	2	2	-9	1.3	-1	0	i	3	1
CCN(CC)c1ccc(/C=c2\sc3nnc(-c4ccccc4Cl)n3c2=O)cc1	-2	-210	-7	0.5	i	-2	.	-18	-198
CCC(=O)c1ccc(OCC(=O)Nc2ccc3nc(C)sc3c2)cc1	8	-15	-3	0.5	2	-1	i	7	3
Oc1ccc(N=Nc2ccc3c(c2)OCCO3)c(O)c1	4	0	-1	0.5	-9	-1	i	6	7
O=C(Nc1ccc(S(=O)(=O)Nc2nccs2)cc1)c1ccc(=O)[nH]c1	16	-21	-11	0.2	-46	-1	i	-26	-7
CCc1c(C)nc2ncnn2c1N1CCCC(C(=O)NCCc2ccccc2)C1 (stereo not given)	3	-1	-3	.	4	2	i	6	-4
CCCc1[nH][nH]c(=O)c1C(c1ccc(Br)cc1)C(C#N)C#N (stereo not given)	1	-13	-9	0.1	12	-6	i	3	9
COc1cccc(Nc2nc(C(N)Cc3ccc(F)cc3)cs2)n1 (stereo not given)	1	-4	-1	0.6	4	6	i	-10	-3
Cn1c(N)c(S(=O)(=O)c2ccc(Br)cc2)c2nc3ccccc3nc21	15	-11	-6	1.4	2	0	i	-4	18
CCN(CC(=O)Nc1ccccc1C(F)(F)F)C(=O)c1ccc2[nH]c3c(c2c1)CC(C)CC3 (stereo not given)	0	-8	-10	2.9	4	-2	i	5	22
O=C(NCc1cccnc1)C1CC(c2ccccc2O)=NO1 (stereo not given)	1	0	-9	-0.4	-10	2	i	-12	-3
CCCC(=O)NC(c1ccccc1Cl)c1ccc2cccnc2c1O (stereo not given)	-1	2	-2	-0.2	-7	0	i	3	4
NC1=NN(c2c(Cl)cc(Cl)cc2Cl)C(=O)C1	1	-4	-3	0.5	-8	1	i	24	-12
SMILES	CSN inh	eLon inh	MsrA act	MsrA inh	MLLE-PAM2 inh	Rin1-Abl PPI inh	Rpn11 inh	MT1-MMP act inh	FAS TE block
O=S(=O)(c1ccccc1)c1nc(-c2ccccc2)oc1NCc1cccnc1	2	12	-13	0.2	1	0	i	-3	-2
Cc1cc(=O)n2c(-c3ccc(Cl)cc3)csc2n1	3	2	-5	-1.2	3	6	i	0	0
N#CC(c1ccccc1)C(CC(=O)c1ccccc1)c1ccccc1 (stereo not given)	-2	-6	-2	-0.8	2	3	i	-2	26
O=C(COC(=O)c1ccccn1)Nc1ccc2c(c1)OCO2	3	-3	-4	-0.7	5	3	i	1	-7
O=C1NC[C@H](CCCCN2CCN(CC3CCCCC3)C(=O)C2=O)N(CC2CCCCC2)C1=O	-6	-2	-3	-1.1	.	.	.	3	-6
O=C(O)c1ccc(N2C(=O)CC(N3CCN(c4ccc(Cl)cc4)CC3)C2=O)cc1 (stereo not given)	-1	4	-5	-0.2	-12	-1	i	-3	-10
N#Cc1c(NC(=O)CCC(=O)O)sc2c1CCCC2	-4	1	-7	0.1	19	-1	i	0	-7

A run of entries from further up, for reference:
SMILES	CSN inh	eLon inh	MsrA act	MsrA inh	MLLE-PAM2 inh	Rin1-Abl PPI inh	Rpn11 inh	MT1-MMP act inh	FAS TE block
CCC(C)c1ccc(O)c(NC(=O)c2cccnc2)c1 (stereo not given)	-2	4	-2	-0.3	9	-1	i	-7	-8
CN(C)S(=O)(=O)c1cccc(NC(=O)C2Cc3ccccc3CN2C(=O)c2ccco2)c1 (stereo not given)	12	0	-9	2.6	-17	-1	i	0	-1
CCCc1noc2c1C(c1ccoc1)C(C#N)=C(N)N2 (stereo not given)	4	5	-5	1.0	-1	0	i	6	-6
Cc1nc(SCC(=O)NCc2ccc3c(c2)OCO3)c(C#N)c2c1CCCC2	6	-3	9.2*	-0.8	5	-3	i	-5	39
CCN(CC)c1nc2c(s1)C(=O)NCCC2	-5	-4	-3	0.1	3	0	i	-4	-12
O=C(O)C(C(=O)/C=C/c1ccco1)=C1SCCS1	22	-8	-9	3.5	13	-1	i	-2	-2
CCC(=O)Nc1ccc(-c2nc(-c3ccccc3)n(CC(=O)N3CCCCC3)n2)cc1	1	1	1	0.5	3	2	i	3	-4
Cc1ccn2c(-c3csc(NCc4ccccc4)n3)c(C)nc2c1	2	0	-8	0.7	-7	5	i	-2	-1
Cc1ccc(NCC(=O)Nc2ccc(F)c(Cl)c2)cc1S(=O)(=O)N1CCOCC1	0	-15	-1	0.2	-2	-1	i	2	13
O=C(NCc1ccccn1)Nc1cccc(F)c1	-4	-14	-6	-1.3	-5	-2	i	5	-3
CNC(=S)N(CCc1c(C)[nH]c2ccccc12)Cc1cccnc1	-1	-2	-2	-1.7	-115	-1	i	2	-4
CC1CCCCC12NC(=O)N(CC(=O)N1CCN(C(=O)c3cccs3)CC1)C2=O (stereo not given)	-4	-2	-2	0.3	-10	-1	i	1	-7
CC(C)(C)N(Cc1ccccc1)C(=O)COC(=O)c1ccc(Br)o1	-1	1	-1	0.5	6	1	i	2	19
Cc1csc(NC(=O)c2cc(=O)[nH]c3ccc(S(=O)(=O)N4CCOCC4)cc23)n1	-6	3	-3	2.9	5	5	i	0	2
O=C(COc1ccc2c3c(c(=O)oc2c1)CCC3)N1CCCCC1	0	-6	-3	1.5	-4	3	i	-3	3
